Source: PubChem BioAssay (several laboratories)
IL1B cytotox: cytotoxicity in IL-1B stimulated HUVEC, primary screen, cytotoxicity control for IL-1B NFkB translocation project, imaging, Hoechst nuclear count, IL-1B stimulus. HUVEC cell count loss. 94,000 tested, 0.41% active. cell count reduction, % at 2 µM;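 active = cell count reduction more than 3 SD above the screen-wide mean, cut at about 70% in these data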;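 also: normalized per plate to untreated control cells as the no-loss baseline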
cytoskel mod: modifiers of F-actin cytoskeleton organization, primary screen, imaging, HUVEC, phalloidin staining, high-content imaging; AID 836, 2007; HUVEC TNFa F-actin phalloidin imaging; inhibition, % at 2 µM; 91,000 tested, 0.18% active;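 active = inhibition above the batch mean plus 3 SD and confirmed as a hit by visual image inspection, cut at about 30% in these data, passing the limit was not always enough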; also: strong numbers were not always called active
DAT uptake mod: changed hDAT dopamine uptake under cocaine IC80, either direction, primary screen, cocaine antagonist project, cell-based, LLC-PK1 hDAT, [14C]-dopamine uptake, MLSMR; Sodium-dependent dopamine transporter (Homo sapiens), Q01959; LLC-PK1 hDAT cells, [14C]-dopamine uptake with cocaine IC80; actives deviate in either direction; B-score at 10 µM; 110,000 tested, 1.3% active; AID 449768, 2010;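 active = Z score or B-score, a plate-position-corrected score, falls beyond the plate's 99.7% confidence bounds, in either direction; inactive = both scores lie inside the 99.7% bounds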;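 also: scored against the spread of the other compound wells on the same plate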
Target sequence (Q01959 whole entry, looked up): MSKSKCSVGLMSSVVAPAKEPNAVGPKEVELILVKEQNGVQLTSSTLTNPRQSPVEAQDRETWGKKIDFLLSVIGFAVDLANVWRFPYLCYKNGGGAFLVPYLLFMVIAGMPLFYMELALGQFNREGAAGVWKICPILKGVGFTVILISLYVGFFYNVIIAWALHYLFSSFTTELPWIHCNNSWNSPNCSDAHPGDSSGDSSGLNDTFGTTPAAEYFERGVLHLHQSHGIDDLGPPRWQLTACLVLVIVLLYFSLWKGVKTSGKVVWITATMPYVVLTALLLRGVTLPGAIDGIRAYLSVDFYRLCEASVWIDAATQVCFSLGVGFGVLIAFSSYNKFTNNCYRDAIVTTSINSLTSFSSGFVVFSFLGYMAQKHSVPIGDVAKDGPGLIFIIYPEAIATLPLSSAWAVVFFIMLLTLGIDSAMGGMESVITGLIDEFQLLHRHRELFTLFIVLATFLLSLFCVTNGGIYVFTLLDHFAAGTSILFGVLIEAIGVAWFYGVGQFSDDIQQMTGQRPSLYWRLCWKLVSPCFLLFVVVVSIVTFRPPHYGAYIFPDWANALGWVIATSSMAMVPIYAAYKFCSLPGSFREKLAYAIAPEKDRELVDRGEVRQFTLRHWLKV
VCAM1 TNFa inh: inhibitors of TNFa-induced VCAM1 expression, primary screen, imaging, HUVEC, TNFa stimulus, immunofluorescence; AID 802, 2007; HUVEC TNFa-induced VCAM-1 immunofluorescence, high-content imaging; inhibition, % at 2 µM; 95,000 tested, 0.48% active;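 active = inhibition above the batch mean plus 3 SD, with images confirmed as a hit by eye, cut at about 37% in these data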;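 also: 0% = TNF-stimulated DMSO wells and 100% = unstimulated control wells; not every result past the cut was called active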
Calb biofilm kill: clotrimazole potentiators killing Candida biofilms, primary screen, with clotrimazole, Alamar Blue; C. albicans biofilm + clotrimazole; AID 834, 2007; inhibition, % at 6 µM; 85,000 tested, 0.14% active;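 active = inhibition above 20%; inactive = inhibition below 20%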;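 also: preformed 24 hr biofilms exposed to compound for 48 hr; 0% = biofilm without compound and 100% = blank killed by clotrimazole plus chlorhexidine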
Smad3 FoxH1 inh: Smad3/FoxH1 peptide binding inhibitors, primary screen, biochemical, TR-FRET; Mothers against decapentaplegic homolog 3 (Homo sapiens), P84022; TR-FRET Smad3/Dy647-FoxH1 peptide binding, europium anti-His; inhibition, % at 25 µM; 88,000 tested, 0.29% active;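 active = compounds that reduce the energy-transfer binding signal between the protein and its labelled peptide by more than half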;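 also: 0% = Smad3 plus labelled peptide maximal FRET and 100% = peptide-only background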
Target sequence (P84022 whole entry, looked up): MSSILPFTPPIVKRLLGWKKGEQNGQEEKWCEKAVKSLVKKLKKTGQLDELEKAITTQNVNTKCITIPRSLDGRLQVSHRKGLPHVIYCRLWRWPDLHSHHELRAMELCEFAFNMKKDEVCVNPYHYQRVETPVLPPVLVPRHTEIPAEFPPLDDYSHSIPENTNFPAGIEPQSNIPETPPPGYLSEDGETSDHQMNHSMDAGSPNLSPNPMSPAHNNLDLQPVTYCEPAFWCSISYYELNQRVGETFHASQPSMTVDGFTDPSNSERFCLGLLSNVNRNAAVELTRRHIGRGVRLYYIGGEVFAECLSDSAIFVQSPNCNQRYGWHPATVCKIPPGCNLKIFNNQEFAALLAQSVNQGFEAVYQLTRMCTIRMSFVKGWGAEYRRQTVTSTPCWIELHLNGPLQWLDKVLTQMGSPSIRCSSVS
MT1-MMP txn act: MT1-MMP promoter reporter activation – cell-based, luciferase luminescence, primary screen; HT1080 MT1-MMP promoter luciferase reporter, overnight; stronger effect = higher value; activation factor at 10 µM; 86,000 tested, 0.16% active; AID 750, 2007;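 active = activation factor of at least 2 for MT1-MMP transcription at 10 µM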
HUVEC tox TNFa: cytotoxicity in TNFa-stimulated HUVEC, primary screen, cytotoxicity control for VCAM1 expression modulator project, imaging, Hoechst nuclei count | HUVEC TNFalpha-stimulated, Hoechst cell count | cell count reduction, % at 2 µM | 93,000 tested, 0.17% active;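 active = cell count reduction exceeding the screen mean by over 5 SD, scaled to untreated wells per plate, cut at about 78% in these data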;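 also: cells counted after 24 h of TNF alpha exposure following the 1 h pretreatment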
LYP inh 2: PTPN22 phosphatase inhibitors, primary screen, biochemical, DiFMUP fluorescence, 2 µM. Tyrosine-protein phosphatase non-receptor type 22 (Homo sapiens), Q9Y2R2. recombinant LYP catalytic domain. inhibition, % at 2 µM. 96,000 tested, 0.21% active. AID 640, 2007;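 active = inhibition at 2 µM at or above a set limit, the screen mean plus 3 SD, cut at about 24% in these data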;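 also: 0% = DMSO with enzyme and 100% = enzyme fully blocked by orthovanadate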
* marks the source's active call; other numbers are inactive results; / = not tested or not shown; [ ] = dose if it differs, or a comment. A portion of the library; count on the stated rates, not on these rows.

SMILES	IL1B cytotox	cytoskel mod	DAT uptake mod	VCAM1 TNFa inh	Calb biofilm kill	Smad3 FoxH1 inh	MT1-MMP txn act	HUVEC tox TNFa	LYP inh 2
COc1cc2c(cc1OC)CN(C(=O)CCCOc1ccc(Cl)cc1Cl)CC2	-4	17	1.4	-2	6	16	1.1	-16	6
CC1(C)CC(=O)C2=C(C1)N(CCN1CCOCC1)C1=C(C(=O)CC(C)(C)C1)C2c1cccc(Cl)c1	-30	-31	0.41	1	5	-1	1.1	-10	-5
Cc1coc2c(C)c3oc(=O)c4c(c3cc12)CCC4	3	-41	/	13	6	-8	1	0	-5
CC(=O)c1ccc(NC(=O)CSc2nnc(-c3ccoc3C)n2Cc2ccccc2)cc1	-29	-15	-0.95	3	4	13	1.1	-30	-6
CCC(C)NC(=O)c1cn(CC)c2ccc(S(=O)(=O)N(C)C)cc2c1=O (stereo unspecified)	-11	-2	0.25	12	10	8	1.1	-16	6
COc1cc2c(C(=O)N3CCN(C4CCCCC4)CC3)cn(CC(C)C)c(=O)c2cc1OC	-12	-6	0.017	17	8	13[fluorescence artefact?]	1.1	-34	-24
Cc1nc2cc(N3CCCCC3)c(NC(=O)c3ccncc3)cc2c(=O)n1Cc1ccccc1	7	8	-0.33	-8	/	/	/	0	7
Cc1nc2ccccc2c2nc(N)nn12	37	9	0.026	1	8	5	1.1	3	-18
CCCc1cc(C(=O)NCC(C)C)no1	-27	7	0.065	18	-5	2	1.5	-28	-6
CCOCCCNC(=O)C1CCCN1S(=O)(=O)c1ccc(Cl)cc1 (stereo unspecified)	-18	40	0.058	-24	2	1	1	-26	1
Nc1cccnc1Sc1ccc(Cl)cc1	-8	24	-0.97	6	/	/	/	-10	4
Cc1ccc(-n2c(SCC(=O)NCc3ccco3)nc3nc4c(cc3c2=O)COC(C)(C)C4)cc1	/	/	-0.004	/	3	3	1	/	/
COc1ccc(OC(C)C(=O)N2CCOCC2)cc1 (stereo unspecified)	-31	-8	-2.8	3	4	6	1.1	-5	-6
O=C(NC1CCCC1)c1ccc(CS(=O)(=O)c2ccc(Br)cc2)o1	-52	-2	-0.00057	0	6	-4	1.1	-6	-1
COc1ccc(S(=O)(=O)NCCSc2ccccc2)cc1OC	-12	-2	0.12	4	-3	-3	/	11	0
COc1ccc(CC(=O)Nc2nnc(C)s2)cc1	-5	14	-0.34	9	3	3	/	-22	5
O=C(c1ccc(S(=O)(=O)N2CCCC2)cc1)N1CCCc2ccccc21	6	6	-0.12	6	4	12[fluorescence artefact?]	1.1	-9	4
CC1CCc2nn(CC(=O)Nc3ccc(F)cc3F)cc2C1 (stereo unspecified)	18	22	-1.1	-2	/	/	1.1	-3	-3
Cc1ccc(-c2csc3nc(C)n(-n4c(C)ccc4C)c(=O)c23)o1	-7	28	-0.048	/	11	9	1	/	-8
COc1ccc(OC)c(NC(=O)[C@H]2CC=CC[C@H]2C(=O)O)c1	-18	-9	-0.51	15	/	/	0.9	-21	3
Cc1cc(C(=O)CN2C(=O)NC3(CCCc4ccccc43)C2=O)c(C)n1Cc1ccco1 (stereo unspecified)	8	-33	1.5	-22	/	/	/	13	-3
COC(=O)Nc1cc(C)nc2ccccc12	-7	-32	-0.74	-10	6	1	1.2	-30	-14
Cc1csc(NC(=O)c2ccccc2[N+](=O)[O-])n1	9	12	0.57	7	/	/	/	9	7
Cc1ccc(NCc2nnc(SCC(=O)Nc3ccccc3)n2CC2CCCO2)c(C)c1 (stereo unspecified)	0	14	-0.23	3	4	8	1.2	-19	-3
CCN(N=Nc1cccc([N+](=O)[O-])c1)c1cccc([N+](=O)[O-])c1	/	-13	-0.54	-10	1	1	1	6	8
CCOC(=O)c1ccccc1NC(=O)Cn1cnc2c(cnn2-c2ccccc2)c1=O	5	-3	-1	14	-2	17	1	-15	2
COc1cc(NC(=O)c2ccccc2)c(OC)cc1NC(C)=O	-14	12	0.2	7	0	3	1.1	4	8
CCOc1ccccc1N(CC(=O)O)S(=O)(=O)c1ccc(C)cc1	-41	/	-0.7	/	8	10[fluorescence artefact?]	1	/	3
COc1ccc(CCNC(=O)Cc2nn(C)c(=O)c3ccccc23)cc1OC	3	1	-0.082	-8	2	-4	1.1	-1	-4
COc1ccc(S(=O)(=O)N2CCCN(CC(=O)Nc3ccc4c(c3)OCO4)CC2)cc1	-12	15	1.4	8	9	-7	1.1	-25	-2
COc1ccc(C2=NOC3(CC(=O)N(c4ccc(Cl)cc4)C3=O)C2)c(OC)c1 (stereo unspecified)	-24	15	-0.61	12	8	14[fluorescence artefact?]	1	-19	-1
O=C(CSc1nnc(CCc2ccccc2)n1-c1ccc(Cl)cc1)NCc1ccccc1	-155	6	-0.29	4	2	0	1.1	-16	12
Cc1ccc(/C=C/c2nnc(-c3cccs3)o2)cc1	/	-5	0.66	5	/	/	/	18	6
O=C(NCCN1CCc2ccccc2C1)C1CCN(S(=O)(=O)N2CCC3(CC2)OCCO3)CC1	-13	-9	0.28	-2	3	2	1.1	-15	3
CCOC(=O)N1CCN(c2cc(=O)n(Cc3ccc(F)cc3)c(=O)[nH]2)CC1	-22	0	-0.51	4	8	5	1	-14	-1
O=C(/C=C/c1ccco1)NC(=S)Nc1ccc(N2CCOCC2)c(Cl)c1	13	-18	-0.18	28	/	/	/	44	4
Cc1cccc(OCCC(=O)NCC(c2ccccc2)N(C)C)c1 (stereo unspecified)	36	3	-0.031	6	5	-6	1.1	-27	-7
Cc1ccc(C)c(N(CC(=O)N/N=C/c2ccc(-c3ccc([N+](=O)[O-])cc3)o2)S(=O)(=O)c2ccccc2)c1	-10	4	0.047	-10	/	/	/	-25	5
NC(=O)c1ccc(NS(=O)(=O)c2ccccc2F)cc1	/	/	-0.011	/	9	0	1.1	/	/
CC(CC(C)C(=O)N1CCOCCN(C(=O)C(C)CC(C)C(=O)O)CCOCC1)C(=O)O (stereo unspecified)	16	8	-0.075	-16	-2	-19	1.1	-6	7
CC(=O)c1ccc2c(c1)N(C)c1ccccc1S2	20	-29	1.1	4	10	2	1.1	-8	6
CCC1=NC(c2ccccc2Cl)N(O)C1(C)C (stereo unspecified)	23	-9	0.13	59*	5	0	1	70	-8
O=C(CSc1ncc(-c2ccc(F)cc2)[nH]1)NCc1ccco1	-42	10	-0.26	0	11	6	1.4	-14	3
Cc1cc(NS(=O)(=O)c2ccccc2)c(C)c(Cl)c1O	/	/	-1.9	/	6	3	1.1	/	/
COc1ccc(C(=O)N/N=C/c2cc3ccccc3[nH]c2=S)cc1	2	3	-1.5	10	/	/	/	-32	3

An excerpt from above in order of SMILES length, ascending:
SMILES	IL1B cytotox	cytoskel mod	DAT uptake mod	VCAM1 TNFa inh	Calb biofilm kill	Smad3 FoxH1 inh	MT1-MMP txn act	HUVEC tox TNFa	LYP inh 2
Cc1ccc(/C=C/c2nnc(-c3cccs3)o2)cc1	/	-5	0.66	5	/	/	/	18	6
Cc1cccc(OCCC(=O)NCC(c2ccccc2)N(C)C)c1 (stereo unspecified)	36	3	-0.031	6	5	-6	1.1	-27	-7
Cc1ccc(C)c(N(CC(=O)N/N=C/c2ccc(-c3ccc([N+](=O)[O-])cc3)o2)S(=O)(=O)c2ccccc2)c1	-10	4	0.047	-10	/	/	/	-25	5

Remaining list, next part.
SMILES	IL1B cytotox	cytoskel mod	DAT uptake mod	VCAM1 TNFa inh	Calb biofilm kill	Smad3 FoxH1 inh	MT1-MMP txn act	HUVEC tox TNFa	LYP inh 2
O=C(NC(=S)Nc1cccc(Cl)c1N1CCCC1)c1ccc(-c2cccc([N+](=O)[O-])c2)o1	-5	-6	0.1	-3	3	0	1.2	-9	10
C=CCNC(=O)c1ccc(Cn2c(=S)[nH]c3cc4c(cc3c2=O)OCO4)cc1	-11	-17	-0.6	5	0	-13	1.1	19	0
Cc1ccc(Nc2ccc(-n3ccnc3)nn2)cc1C	/	-24	0.41	16	/	/	/	8	5
CCCn1c(N)c(N2CCCCC2)c(=O)n(CC(=O)Nc2ccccc2)c1=O	14	13	-0.092	22	11	11[fluorescence artefact?]	1	-19	-12
COc1cc(NS(=O)(=O)c2ccc(NC(C)=O)cc2)nc(OC)n1	18	/	-0.01	0	3	-14	1	-5	-10
CCCCNC(=O)CCc1c(C)nc2nc(-c3cc(OC)cc(OC)c3)nn2c1C	16	-3	/	1	5	1	1.2	-12	2
CCC(=O)Nc1ccc(N2CCN(Cc3ccccc3)CC2)cc1	18	-11	0.099	11	6	9	1.1	-6	3
CCSc1nnc2n(-c3ccc(OC)cc3)c(=O)c3c4c(sc3n12)CCCC4	2	7	-8*	0	3	7	1.2	-33	8
CCCCOc1ccccc1C1C(C(=O)OC)=CN(CC)C=C1C(=O)OC	17	18	/	-4	7	3	1.1	-19	-6
O=C(NCCCN1CCCC1=O)c1ccc2c(c1)OCO2	-16	-13	1.3	10	11	-3	1.1	5	11
CC12CCC(c3c(C(=O)O)nn(-c4ccccc4)c31)C2(C)C (stereo unspecified)	-1	-1	-0.068	0	9	6[fluorescence artefact?]	1.3	-13	-3
Cn1nc(C(F)(F)F)c(C(=O)Nc2ccc(F)cc2F)c1Sc1ccc(C(F)(F)F)cc1	-11	63*	-1	-6	/	/	/	1	1
Cc1ccc(NC(=O)c2cc(NC(=O)C3CC=CCC3C(=O)O)ccc2N2CCOCC2)cc1 (stereo unspecified)	/	/	0.53	/	-8	4	1.1	/	/
CCCCCN1CC(O)=C(c2ccccc2)C1=N	0	/	/	7	2	0	1	-2	-13
c1ccc2c(Nc3nc4c(s3)CCCC4)cccc2c1	13	6	-0.34	-4	/	/	/	-14	9
Cc1c(-c2ccco2)[n+](=O)c2c(n1[O-])CCCCC2	-10	1	0.1	10	8	6[fluorescence artefact?]	1	-28	-2
COc1ccc(C(=O)Nc2cccc(/C(C)=N/NC(=O)c3ccc([N+](=O)[O-])cc3)c2)cc1OC	/	6	0.081	4	/	/	/	-14	14
COc1ccc(C)cc1NC(=O)C1CCCCC1C(=O)O (stereo unspecified)	/	/	0.096	/	0	6	1	/	/
COc1ccnc(Oc2ccc(C)cc2C)c1C#N	14	17	-0.31	-1	/	/	/	-17	-13
CCCCOc1ccc(-c2nnc(-c3ccco3)o2)cc1	12	6	-1.2	0	7	7	1.1	-20	3
C=CCn1c(SCC(=O)Nc2nccs2)nnc1-c1ccco1	-23	4	0.76	6	7	1	1.1	26	-2
CCn1c(SCC(=O)N2CCCC(C)C2)nnc1-c1ccc(S(=O)(=O)N2CCN(C)CC2)cc1 (stereo unspecified)	/	2	-0.45	-3	4	9	/	-34	3
CCNc1nc(NCC)nc(OCCNS(=O)(=O)c2cc(C)ccc2C)n1	-20	-14	1.3	-15	-6	9	1.1	-39	6
COc1ccccc1NC(=O)CSc1nc2sc(C)c(C)c2c(=O)n1Cc1ccco1	-22	0	0.93	-15	6	0	1	-33	-6
COC(=O)CCC(=O)Nc1sc2c(c1C#N)CCCC2	32	-11	-0.29	12	5	6	1.3	4	-3
CCSc1nc(C)cc(Oc2ccc(=O)n(C)n2)n1	-16	2	0.55	28	5	13	1	-25	-4
